CD40 NFkB inh: inhibitors of CD40-induced NF-kB signaling, primary screen, BL2 cells, luciferase reporter, single point; CD40L-induced, 4 h; 83,000 tested, 0.94% active; inhibition, % at 10 µM;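 active = mean inhibition of at least 50% with a set share of replicates also reaching that level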;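 note: 0% = neutral control wells and 100% = IKK inhibitor VII at 50 µM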
Numbers without * were called inactive; [ ] = remark or other dose.

SMILES	CD40 NFkB inh
O=C(Nc1ccc2c(c1)OCCO2)c1cccc(S(=O)(=O)N2CCOCC2)c1	-73
Cc1ccc(NC(=O)/C(=C\c2cccc(Br)c2)NC(=O)c2ccco2)cc1	17
CCOC(=O)c1cc2c(ccn2C)n1CC(=O)N(C)C	2
O=C(NCC(c1ccco1)N1CCc2ccccc2C1)c1cccc([N+](=O)[O-])c1 (stereo not drawn)	6
COc1ccc2c(c1)C1(C)CC(C)(C)N2C(=O)N1c1ccccc1 (stereo not drawn)	-3
O=C1CCCC2=C1C1(CCCC1)N=C(Nc1nc3ccccc3s1)N2	-4
O=C(COC(=O)c1ccc([N+](=O)[O-])o1)Nc1ncc(Cl)cc1Cl	5
C[C@H]1CN([C@@H](C)CO)C(=O)c2c(c3ccccc3n2C)-c2ccccc2CO[C@@H]1CN(C)C(=O)[C@H](Cc1ccccc1)N(C)C	35[25 µM]
NC(=O)CN1CCCC1c1ccc2c(c1)OCCO2 (stereo not drawn)	5
O=C(NC(=O)c1cccc(F)c1)OC[C@@H]1CCCN2CCCC[C@H]12	-5
CCn1c(SCC(N)=O)nc2c1c(=O)n(C)c(=O)n2C	10
O=C(COC(=O)c1cn(-c2ccccc2)nc1-c1cccs1)NC1CC1	0
CCN(C(=O)COc1ncnc2sccc12)c1ccccc1	10
CO[C@H]1CN(C)C(=O)c2cc(NC(=O)CC(F)(F)F)ccc2OC[C@H](C)N(CC2CC2)C[C@@H]1C	2[25 µM]
Cc1noc(NS(=O)(=O)c2ccc(NC(=O)c3ccoc3C)cc2)c1C	3

Structures above containing fluorine:
SMILES	CD40 NFkB inh
O=C(NC(=O)c1cccc(F)c1)OC[C@@H]1CCCN2CCCC[C@H]12	-5
CO[C@H]1CN(C)C(=O)c2cc(NC(=O)CC(F)(F)F)ccc2OC[C@H](C)N(CC2CC2)C[C@@H]1C	2[25 µM]

The list goes on.
SMILES	CD40 NFkB inh
CC(=O)N1CCN(C(=O)COC(=O)CNC(=O)c2ccccc2C)CC1	20
O=S(=O)(Nc1nc2ccccc2[nH]1)c1ccccc1	10
O=C(Cn1c(=O)oc2cc(S(=O)(=O)N3CCc4ccccc43)ccc21)N1CCCCC1	4
COc1cccc(C(=O)C(CCC#N)c2ccccc2)c1 (stereo not drawn)	2
COc1cc(C(C(=O)NC2CCCCC2)N(CCN2CCOCC2)C(=O)C2COc3ccccc3O2)cc(OC)c1OC (stereo not drawn)	8
CCOc1ccc(NS(=O)(=O)c2cc(C(=O)N3CC(C)OC(C)C3)ccc2C)cc1 (stereo not drawn)	1
COc1ccc(NC(=O)CN(C)C(=O)c2ccc3c(c2)OCCO3)cc1	-10
CC1=NN(c2cccc([N+](=O)[O-])c2)C(=O)C1	2
O=S(=O)(c1ccccc1)N1CC[C@H]2[C@H](CO)Nc3ccc(C#Cc4cccc(F)c4)cc3[C@H]21	3
O=C(O)CNS(=O)(=O)c1cccc(Cl)c1	11
CC(C)(C)NC(=O)N1CCn2cccc2C1c1ccccc1F (stereo not drawn)	18
N#Cc1c(NC(=O)COC(=O)C2=COCCO2)sc2c1CCCC2	-17
C[C@@H]1CN([C@H](C)CO)C(=O)c2cc(NC(=O)CCCCCC(=O)Nc3ccccc3N)ccc2O[C@@H](C)CCCCO[C@H]1CN(C)Cc1ccc(Cl)c(Cl)c1	-4[25 µM]
CCN(C(=O)COC(=O)COc1ccccc1Cl)c1c(N)n(Cc2ccccc2)c(=O)[nH]c1=O	2
COc1cccc(C(=O)Nc2ccc3c(c2)C(=O)N(C)C[C@H](OC)[C@@H](C)CN(C(=O)C2CCCC2)[C@@H](C)CO3)c1	0

The last 4 records of the part above are carried over, then new ones follow.
SMILES	CD40 NFkB inh
N#Cc1c(NC(=O)COC(=O)C2=COCCO2)sc2c1CCCC2	-17
C[C@@H]1CN([C@H](C)CO)C(=O)c2cc(NC(=O)CCCCCC(=O)Nc3ccccc3N)ccc2O[C@@H](C)CCCCO[C@H]1CN(C)Cc1ccc(Cl)c(Cl)c1	-4[25 µM]
CCN(C(=O)COC(=O)COc1ccccc1Cl)c1c(N)n(Cc2ccccc2)c(=O)[nH]c1=O	2
COc1cccc(C(=O)Nc2ccc3c(c2)C(=O)N(C)C[C@H](OC)[C@@H](C)CN(C(=O)C2CCCC2)[C@@H](C)CO3)c1	0
Cc1ccc(NC2CNC(=O)NC2=O)cc1C (stereo not drawn)	4
O=C(Cc1ccccc1)NC(CSSCC(NC(=O)Cc1ccccc1)C(=O)O)C(=O)O (stereo not drawn)	-3
COc1ccc2[nH]cc(CCN=C3SCC(=O)N3C)c2c1	13
N#Cc1ccc(COC(=O)C2CCC(=O)N2)cc1 (stereo not drawn)	8
O=C(CN1C(=O)NC2(CCOc3ccccc32)C1=O)c1ccc(F)cc1 (stereo not drawn)	-6
O=C(COC(=O)c1ccco1)NCc1cccs1	-4
Cc1ccc(NC(=O)CSCC(=O)Nc2nnc(C)s2)cc1	11
NCC(=O)Nc1ccc(Br)cc1	3
COCC(=O)N1CC2(CN(S(C)(=O)=O)C2)c2c(n(C)c3cc(OC)ccc23)[C@H]1CO	3[25 µM]
CCOC(=O)c1cccc(OC(=O)CCNC(=O)c2ccc(Cl)cc2)c1	-1
COc1ccc(-c2ccc([C@@H]3[C@@H](CO)N(C(=O)C4CCCCC4)[C@H]3C#N)cc2)cc1	-1[25 µM]
O=C(COC(=O)c1ccc[n+]([O-])c1)Nc1ccc([N+](=O)[O-])cc1Cl	-3
Nc1nc(-c2cccnc2)nn1C(=O)Cc1ccccc1	7
CCCNC(=O)C1(C)CCCN(C(=O)c2cc(F)ccc2C)C1 (stereo not drawn)	3
CCOC(=O)C1CCN(CC(=O)Nc2ccc(OC)c(S(=O)(=O)N3CCCCC3)c2)CC1	-4

Reprinted from the part before: 7 compounds, then new ones.
SMILES	CD40 NFkB inh
COCC(=O)N1CC2(CN(S(C)(=O)=O)C2)c2c(n(C)c3cc(OC)ccc23)[C@H]1CO	3[25 µM]
CCOC(=O)c1cccc(OC(=O)CCNC(=O)c2ccc(Cl)cc2)c1	-1
COc1ccc(-c2ccc([C@@H]3[C@@H](CO)N(C(=O)C4CCCCC4)[C@H]3C#N)cc2)cc1	-1[25 µM]
O=C(COC(=O)c1ccc[n+]([O-])c1)Nc1ccc([N+](=O)[O-])cc1Cl	-3
Nc1nc(-c2cccnc2)nn1C(=O)Cc1ccccc1	7
CCCNC(=O)C1(C)CCCN(C(=O)c2cc(F)ccc2C)C1 (stereo not drawn)	3
CCOC(=O)C1CCN(CC(=O)Nc2ccc(OC)c(S(=O)(=O)N3CCCCC3)c2)CC1	-4
COc1cccc(C(=O)Nc2nc3c(s2)CN(C)CC3)c1	-40
O=C(N/N=C/c1ccccn1)c1cc(-c2ccccc2Cl)n[nH]1	-28
Cc1nn(CCCC(=O)NCc2ccc(Cl)cc2)c(C)c1[N+](=O)[O-]	-3
CC(=O)c1ccc(Nc2nc(C(N)CCc3ccccc3)cs2)cc1 (stereo not drawn)	8
COc1cc2c(cc1NC(=O)Cn1cnc3c1c(=O)n(C)c(=O)n3C)oc1ccccc12	14
COc1cc(C(=O)c2ccc3c(c2)OCO3)cc(OC)c1OC	4
Cc1ccc(N2CC(C(=O)Nc3c4c(nn3C(C)(C)C)CS(=O)(=O)C4)CC2=O)cc1 (stereo not drawn)	5
O=C(OCc1nnc(-c2ccccc2)o1)C1CC(=O)N(Cc2ccco2)C1 (stereo not drawn)	-3
O=C(O)c1cc(-c2ccco2)nc2cc3ccccc3cc12	-17
Cc1cc(C)n2nc3nc4c(cc3c2n1)CCCC4	-25
Cc1ccc2nc(-c3ccncc3)c(Nc3ccccc3)n2c1	4
Cc1cccc(S(=O)(=O)N2C[C@H](O)COC[C@H]3O[C@@H](CC(=O)Nc4ccccc4)CC[C@@H]32)c1	0[25 µM]
COc1ccc(S(=O)(=O)N2CCC(C(=O)N(CC(C)C)C3CCS(=O)(=O)C3)CC2)cc1OC (stereo not drawn)	5
Cn1c(=O)c2c(nc(N3CCN(Cc4ccccc4)CC3)n2CC(=O)c2ccccc2)n(C)c1=O	7
Cc1nnc(SCC(=O)NC2CCC(C)CC2)s1 (stereo not drawn)	-9
O=C(c1ccccc1)C1C(=O)c2ccccc2C1=O	0
COc1ccc2c3c([nH]c2c1)[C@@H](CO)N(Cc1ccncc1)CC31CN(Cc2ccc(-c3ccccn3)cc2)C1	-6[25 µM]
CCn1ncc(C2=NOC(C(=O)Nc3cccnc3)C2)c1C (stereo not drawn)	-4
O=C(/C=C/c1ccc(OCc2cccc(Cl)c2)cc1)N1CCOCC1	-28
CN1CCc2ccccc2Cc2[nH]c3ccccc3c2CC1	9
COc1cccc(N2CCN(C(=O)c3[nH]c(C)c(C(C)=O)c3C)CC2)c1	-45
Cc1noc(C)c1NC(=O)N(C)C[C@@H]1OCc2cn(nn2)CCCC(=O)N([C@@H](C)CO)C[C@H]1C	4[25 µM]
CC(C)N(C)S(=O)(=O)c1ccc(Cl)c(C(=O)O)c1	8
C[C@@H]1CN([C@H](C)CO)C(=O)c2ccccc2-c2ccccc2CO[C@H]1CN(C)C(=O)c1cc(Cl)cc(Cl)c1	17[25 µM]
O=C(Cc1cccnc1)N1CC2(C1)[C@H](c1ccccc1)[C@H](CO)N2C(=O)C1CCOCC1	-7[25 µM]
O=C(COC(=O)c1ccc(O)cc1O)N=c1sccn1Cc1ccccc1Cl	16
Cc1noc(C)c1COC(=O)c1ccc2c(c1)S(=O)(=O)c1ccccc1C2=O	3
C=CCn1c(SCC(=O)Nc2nnc(C)s2)nnc1-c1cccnc1	1
O=c1[nH]cnc2ccc([N+](=O)[O-])cc12	7
O=C1NC(=O)C2(N1)c1ccccc1-c1ccccc12	10
Cn1cc(CCNC(=O)CC2C(=O)NCCN2CC(c2ccccc2)c2ccccc2)cn1 (stereo not drawn)	3
COc1ccc(CNC(=O)C2CCN(C(=O)c3ccccc3)CC2)cc1	5
Cc1cc(C(=O)Nc2sc3c(c2C#N)CCCCC3)cs1	-75
O=C(CN1C(=O)NC(c2ccccc2)(c2ccccc2)C1=O)c1c[nH]c2ccccc12	-4
O=C(OCC(=O)N1CCCc2ccccc21)c1cncc(Br)c1	4
O=C(Nc1cccc2ccccc12)OCc1cncs1	-20
Cc1noc(C)c1NC(=O)Nc1ccc2c(c1)C(=O)N([C@@H](C)CO)C[C@@H](C)[C@@H](CN(C)Cc1ccc3c(c1)OCO3)OCCCC[C@@H](C)O2	20[25 µM]
COc1cccc(C(=O)Nc2ccc3c(c2)C(=O)N(C)C[C@@H](OC)[C@@H](C)CN(C(=O)C2CCCC2)[C@H](C)CO3)c1	8
Cc1cc(-c2csc(N)n2)c(C)n1CCc1ccccc1	5
CCCCNC(=O)C1(C)CCCCN1C(=O)c1ccc2c(c1)CCO2 (stereo not drawn)	3
O=C(NCCCN1CCOCC1)C(=O)NCCc1ccccc1	9
Cc1c(C(=O)N2CCOCC2)cc(C(C)(C)C)n1-c1ccccc1	-4
COc1ccc(C(CNC(=O)CNC(=O)c2cccc(C)c2)N2CCCCC2)cc1 (stereo not drawn)	4
O=C(Cc1ccccc1)CC(CC(=O)c1ccccc1)c1ccccc1 (stereo not drawn)	1
CCOC(=O)c1cc2cc(OC)ccc2[nH]1	-99
COc1cccc(S(=O)(=O)N(C)C[C@H]2OCc3ccccc3-c3c(n(C)c4ccccc34)C(=O)N([C@H](C)CO)C[C@H]2C)c1	47[25 µM]
Cc1ccc(C(=O)NCCc2ccccn2)cc1S(=O)(=O)N1CCOCC1	11
O=C(c1cccc(F)c1)N1C[C@@H]2[C@H](c3ccccc31)[C@H](CO)N2C(=O)Cc1ccccc1	14[25 µM]
O=C(Nc1ccccc1N1CCCC1)C1CCN(C(=O)c2ccc(Cl)cc2)CC1	-7
O=C(C[C@H]1CC[C@H]2[C@@H](COC[C@H](O)CN2C(=O)c2cnccn2)O1)N1CCN(c2ccccc2)CC1	3[25 µM]
Cc1cccc(S(=O)(=O)N(C)C[C@H]2OCc3ccccc3-c3c(n(C)c4ccccc34)C(=O)N([C@@H](C)CO)C[C@H]2C)c1	-3
COc1ccc(C(=O)/C=C/C(=O)N(CC(=O)NC2CCCCC2)Cc2ccccc2)c(O)c1	105*
CC(C(=O)O)n1c(C(F)(F)F)nc2ccccc21 (stereo not drawn)	2
CCC(=O)N1CC2(CCN(Cc3ccccc3Cl)CC2)c2c([nH]c3cc(OC)ccc23)[C@@H]1CO	-1[25 µM]
CNC[C@H]1Oc2ccc(N(C)C)cc2C(=O)N([C@@H](C)CO)C[C@@H]1C	3[25 µM]
CC(C)c1nc2ccc(C(=O)O)cc2[nH]1	11
Cc1cc(C)c(NC(=O)CCN2C(=O)c3ccccc3S2(=O)=O)c(C)c1	-11
CCCC(=O)N1CC2(CCN(S(=O)(=O)CC)CC2)c2c(n(C)c3cc(OC)ccc23)[C@@H]1CO	25[25 µM]
Nc1cc(C(F)(F)F)ccc1C(=O)O	13
C[C@H](CO)N1C[C@H](C)[C@@H](CN(C)C(=O)Nc2ccc(-c3cccs3)cc2)OCc2cnnn2CCCC1=O	-31[25 µM]

With a hit mark in CD40 NFkB inh, of those listed so far:
SMILES	CD40 NFkB inh
COc1ccc(C(=O)/C=C/C(=O)N(CC(=O)NC2CCCCC2)Cc2ccccc2)c(O)c1	105*

Other entries follow:
SMILES	CD40 NFkB inh
O=C(COC(=O)c1n[nH]c(=O)c2ccccc12)Nc1ccccc1	-8
COc1ccc(C2CC(c3ccccc3)=NN2C(=O)COC(=O)c2nc3nccc(C)n3n2)cc1 (stereo not drawn)	-10
CN(C)CCN1C(=O)c2cccc3cc([N+](=O)[O-])cc(c23)C1=O	-174
CCSc1nc(-c2cccnc2)ccc1C#N	-4
O=C(O)CNC(=S)N(Cc1ccccc1Cl)C1CCCCC1	7
O=C([C@@H]1[C@@H](CO)[C@@H]2Cn3c(cccc3=O)[C@H]1N2Cc1cocn1)N1CCCCC1	4[25 µM]
COc1ccc(C)cc1S(=O)(=O)N(C)CC(=O)N1CCN(C)CC1	8
C[C@@H]1CN([C@H](C)CO)C(=O)CCCn2cc(nn2)CO[C@@H]1CN(C)Cc1cccc2c1OCCCO2	-9[25 µM]
O=S(=O)(c1ccccc1)N1CCCCN2[C@H](CO)[C@H](c3ccc(-c4ccccc4F)cc3)[C@H]2C1	5
O=C(NCc1cccc(F)c1)[C@@H]1[C@@H](CO)[C@@H]2Cn3c(ccc(-c4cccnc4)c3=O)[C@H]1N2CC1CC1	-1[25 µM]
C[C@H](CO)N1C[C@H](C)[C@@H](CN(C)C(=O)c2ccccc2)OCc2cnnn2CCCC1=O	-1
COc1ccc(NC(=O)COC(=O)CC2CCCC2)cc1	-4

Screening results as filed in PubChem.

An excerpt; count on the stated rates, not on these rows.
